Bioassay records deposited in PubChem by NCI.
Growth percent in the NCI-60 one-dose screen (48 h, 10 µM unless noted): 100 = growth as untreated, 0 = no growth, -100 = all killed.
IGROV1: IGROV1 ovarian cancer. 79,000 compounds, 4.7% hits. AID 1794786
OVCAR-8: OVCAR-8 ovarian cancer; 81,000 compounds, 4.4% hits
NCI-H23: NCI-H23 lung cancer; AID 1794731; 80,000 compounds, 4% hits
NCI/ADR-RES: NCI/ADR-RES ovarian cells | 81,000 compounds, 4.4% hits | AID 1794790
OVCAR-3: OVCAR-3 ovarian cancer; 79,000 compounds, 7% hits
OVCAR-5: OVCAR-5 ovarian cancer | AID 1794783 | 82,000 compounds, 2.9% hits
SK-OV-3: SK-OV-3 ovarian cancer cells; 80,000 compounds, 3.2% hits; AID 1794785
OVCAR-4: OVCAR-4 ovarian cancer cells | 80,000 compounds, 3.7% hits | AID 1794784
NCI-H522: NCI-H522 lung cancer | 78,000 compounds, 8% hits | AID 1794739
* marks the source's active call; other numbers are inactive results; x = not tested or not shown; & = joins results of further samples. The calls were made as follows: active = growth percent below 10; inactive = the rest.

The opening 7 records as a preview:
SMILES	IGROV1	OVCAR-8	NCI-H23	NCI/ADR-RES	OVCAR-3	OVCAR-5	SK-OV-3	OVCAR-4	NCI-H522
Cc1ccc(-c2nc(C(Cl)Cl)nc3cc(C)nn23)cc1	6.3*	15	-18*	6.4*	-24*	2.2*	-13*	-21*	4.5*
CC(=C(c1ccc(OCCN(C)C)cc1)c1ccc(OCCN(C)C)cc1)c1ccccc1	112	102	101	100	79	105	80	100	95
O=c1[nH]nc(-c2ccc(Cl)cc2)cc1Cc1ccccc1	41	83	92	98	104	94	99	95	35
O=C(Nc1nc(-c2ccccc2Cl)cs1)c1cc(-c2ccc(Br)cc2)nc2ccccc12	61	43	14	57	47	71	32	47	4.6*
O=C(Nc1cccc(C2=NCCN2)c1)c1ccc(C(=O)Nc2cccc(C3=NCCN3)c2)c([N+](=O)[O-])c1	105	106	86	97	113	110	109	111	82
C[C@]12CCC(=O)C=C1CC[C@@H]1[C@@H]2[C@H](O)C[C@@]2(C)[C@H]1CC[C@]2(O)C(=O)CO	108&108	103&97	96&104	108&110	106&117	106	104&101	107&117	99&84
COc1cc(C2=NN(C(C)=O)C(c3c(C)nn(-c4ccccc4)c3N3CCOCC3)C2)cc(OC)c1OC (centres undefined)	102	90	100	103	101	86	90	98	x

Results, from the first entry:
SMILES	IGROV1	OVCAR-8	NCI-H23	NCI/ADR-RES	OVCAR-3	OVCAR-5	SK-OV-3	OVCAR-4	NCI-H522
Cc1ccc(-c2nc(C(Cl)Cl)nc3cc(C)nn23)cc1	6.3*	15	-18*	6.4*	-24*	2.2*	-13*	-21*	4.5*
CC(=C(c1ccc(OCCN(C)C)cc1)c1ccc(OCCN(C)C)cc1)c1ccccc1	112	102	101	100	79	105	80	100	95
O=c1[nH]nc(-c2ccc(Cl)cc2)cc1Cc1ccccc1	41	83	92	98	104	94	99	95	35
O=C(Nc1nc(-c2ccccc2Cl)cs1)c1cc(-c2ccc(Br)cc2)nc2ccccc12	61	43	14	57	47	71	32	47	4.6*
O=C(Nc1cccc(C2=NCCN2)c1)c1ccc(C(=O)Nc2cccc(C3=NCCN3)c2)c([N+](=O)[O-])c1	105	106	86	97	113	110	109	111	82
C[C@]12CCC(=O)C=C1CC[C@@H]1[C@@H]2[C@H](O)C[C@@]2(C)[C@H]1CC[C@]2(O)C(=O)CO	108&108	103&97	96&104	108&110	106&117	106	104&101	107&117	99&84
COc1cc(C2=NN(C(C)=O)C(c3c(C)nn(-c4ccccc4)c3N3CCOCC3)C2)cc(OC)c1OC (centres undefined)	102	90	100	103	101	86	90	98	x
COc1ccc(C2CN=NC2C(=O)c2ccccc2)cc1 (centres undefined)	89	93	96	101	113	98	121	94	92
COc1ccc(C(C#N)N2CCCCC2)cc1 (centres undefined)	102	103	102	106	111	99	104	111	92
NCC1C2CCC(O2)C1CO (centres undefined)	104	102	102	108	120	101	x	x	91
CC/C=C\CCC/C=C1/C(=O)C=C[C@@H]1C/C=C\CCCC(=O)O	104	9.3*	80	19	44	73	124	92	30
O=C1c2ccccc2C23C(=C(Br)c4ccccc42)CCCCN13 (centres undefined)	101	98	104	103	134	105	96	97	94
COc1ccc(/C=C/C#N)cc1	112&99	114&107	104&104	117&110	112&105	113&99	113&99	105&114	101&96
CCOC(=O)Cn1c(=O)c2cc3c(=O)n(CC(=O)OCC)c(=O)c3cc2c1=O	107	106	108	102	113	105	x	107	91
O=C(NNc1cnccn1)c1nc2cc(F)ccc2n2cccc12	9.2*	16	25	0.2*	3.8*	31	18	-9.1*	-2.4*
O=C(NCCCNc1nccc(-n2ccc3cccnc32)n1)c1ccc(F)cc1	100	103	104	100	102	96	107	94	92
CCCCCCOC(=O)C1=C(C)NC(=O)NC1c1ccccc1F (centres undefined)	113	96	101	101	90	96	105	90	82
COc1cc(OCc2cccc(-c3ccc4c(c3)OCCO4)c2C)cc(OC)c1C=O	68	70	52	70	61	69	93	36	43
COc1ccc(-c2nc3sccn3c2-c2ccnc(NCCCNS(=O)(=O)c3ccc(OC)cc3)n2)cc1	58	38	56	45	63	126	67	53	49
O=C(O)C(CCc1ccccc1)N1CCOCC1 (centres undefined)	104	106	99	98	115	122	113	105	104
CSc1nc(Nc2ccc(S(=O)(=O)NC(C)=O)cc2)c(C#N)c(-c2cccc([N+](=O)[O-])c2)n1	108	100	98	110	111	98	116	101	89
Cc1cc(N/N=C/c2nc(-c3ccccc3)oc2C)c2cc(Cl)ccc2n1	-84*	-42*	-20*	-63*	-92*	-88*	76	-90*	-59*
C[C@H](NC(=O)[C@@H]1CCCN1C(=O)CNC(=O)C(C)(C)C)C(=O)OC/C=C/c1ccccc1	102	100	102	105	131	104	109	109	91
O=C(c1ccccc1)c1c(/C=C/c2ccccc2)nc2ccccc2c1/C=C/c1ccccc1	91	98	91	99	100	100	104	105	95
CC1(C)CC(=O)C2=C(C1)N(Cc1ccc(C(=O)O)cc1)C1=C(C(=O)CC(C)(C)C1)C2c1ccc(Br)cc1	110	102	x	95	109	102	96	105	88
SMILES	IGROV1	OVCAR-8	NCI-H23	NCI/ADR-RES	OVCAR-3	OVCAR-5	SK-OV-3	OVCAR-4	NCI-H522
Cc1nc(Nc2ccc(N)cc2)c2ccccc2n1	93	95	87	94	101	100	113	91	81
O=c1oc2c(cnc3ccccc32)cc1Sc1ccc(Cl)cc1	103	98	97	109	107	108	105	98	104
O=C(NNc1nc2cc(F)ccc2n2c(CN3CC4(COC4)C3)ccc12)c1cnccn1	19	8.3*	x	22	16	38	15	33	2.3*
CCOC(=O)c1c(C)[nH]c(C(=O)O)c1C	118	100	109	115	121	105	109	110	92
CCN(CC)c1ccc(/C=N/NC(=O)C[N+](C)(C)C)cc1	115	111	99	103	110	99	102	x	100
Oc1ccccc1CNC1CCCCC1	98	98	99	104	x	93	100	110	75
COC(OC)C(C)c1ccccc1 (centres undefined)	111	111	97	102	101	103	94	100	81
CCCCCCCC/C=C\CCCCCCCCOc1ccccc1CC(=O)NCC[N+]1(C)CCOCC1	25	78	69	98	101	43	75	102	51
Nc1nc2c(C(=O)N3CCCC3)nnn2c2ccccc12	58	116	108	113	116	99	119	122	96
CCCCCC[n+]1ccc(SCC(=O)n2ccc3ccccc32)c2ccccc21	74	92	64	103	85	98	90	59	73
O=C(Nc1ccc(Cl)c(Cl)c1)Nc1ccc(Cl)c([N+](=O)[O-])c1	16	11	-14*	-7.7*	6.4*	12	-12*	27	-13*
CC1=C[C@@H]2c3c(c(O)c(O)c4oc5cc(O)cc(O)c5c(=O)c34)[C@@H](c3cc(O)c(O)c4oc5cc(O)cc(O)c5c(=O)c34)[C@@H]2C(C)(C)C1	13	7.3*	-20*	69	-10*	20	x	22	-61*
COc1ccc(-n2c(-c3ccccc3)c(-c3ccccc3)c3c(SCC(=O)n4[nH]c(N)cc4=O)ncnc32)cc1	87	90	89	109	87	92	92	93	78
Cc1ccc(NC(=O)C(c2ccccc2)c2ccccc2)cc1	89	98	96	91	97	104	103	96	91
Cc1cc(O)c(C(C)(C)C)cc1N=O	128	97	109	120	89	99	113	99	120
N#CSCc1cc(Cl)c(CSC#N)cc1Cl	85	95	73	84	71	83	101	81	23
CC1(C)C=C(C(=O)O)C(C)(C)N1O	95	x	105	104	100	101	99	112	88
CC(=O)Nc1c(Cl)cc(Cl)c2c1Cc1cc([N+](=O)[O-])ccc1-2	91	75	95	83	80	108	87	9.6*	92
CCCCOc1nc(-c2cccnc2)cc(-c2ccc(OC)c(OC)c2)c1C#N	100	97	101	100	94	120	108	100	73
CC1CCC(=N\O)/C(=N/O)C1 (centres undefined)	107&115	99&97	101&109	99&103	97&111	105&104	107&99	116&105	112&99
O=C(c1ccc(Cl)cc1)C(F)(Cl)Cl	103	109	101	108	113	103	116	116	91
c1ccc2cc(C[n+]3ccn(CCn4cc[n+](Cc5ccc6ccccc6c5)c4)c3)ccc2c1	94	x	89	99	101	76	99	96	64
CC1=CC(=C(c2ccc(N)c(S(=O)(=O)O)c2)c2ccc(N)c(S(=O)(=O)O)c2)C=C(S(=O)(=O)O)C1=N	99	104	92	95	100	107	103	115	82
O=C(N/N=c1/ccoc2cccnc12)N1CCN(c2ncccn2)CC1	31	25	26	10	31	50	15	18	10.0*
NNC(=O)c1ccccc1[N+](=O)[O-]	111	88	96	106	113	102	103	x	104
SMILES	IGROV1	OVCAR-8	NCI-H23	NCI/ADR-RES	OVCAR-3	OVCAR-5	SK-OV-3	OVCAR-4	NCI-H522
NC1=NC2(CCCc3ccccc32)n2c(nc3ccccc32)N1 (centres undefined)	77	100	101	101	130	107	103	111	104
C=C(Br)C(=O)OC	103	101	94	102	105	91	80	110	83
O=C1NN(CCO)C(=S)Nc2ccccc21	114	105	104	100	100	98	89	106	88
COc1c(N2CC3CCCN(C(C)=O)C3C2)c(F)cc2c(=O)c(C(=O)N[C@H]3C(OC(C)=O)[C@@H](OC(C)=O)C(COC(C)=O)O[C@H]3OC(C)=O)cn(C3CC3)c12 (some centres undefined)	116	106	98	102	110	103	109	110	88
O=C(/C=C/C12c3ccccc3C(c3ccccc31)C1C(=O)NC(=O)C12)c1ccc(Br)cc1 (centres undefined)	48	20	50	45	13	60	72	64	47
COc1ccc(/C=C/C(=O)c2ccc(NC(=O)CSc3nnc(-c4ccc(-c5nc6ccccc6[nH]5)cc4)o3)cc2)cc1OC	106	101	101	102	117	102	104	98	93
Cc1ccc(C2=NN3C(C2)c2cc(Cl)ccc2OC32CCN(Cc3ccccc3)CC2)o1 (centres undefined)	82	93	89	86	98	100	101	91	82
O=C(COc1ccc(-c2nc3ccccc3[nH]2)cc1)N=Nc1c(O)[nH]c2ccc([N+](=O)[O-])cc12	107	104	95	103	103	100	98	98	93
O=C1c2ccccc2C2N1CCCN2C(=O)c1sc2ccccc2c1Cl (centres undefined)	75	90	64	70	64	92	97	68	73
Cc1ccc(C(CC(=O)O)CC(=O)O)c(O)c1	109	87	110	113	111	105	99	95	x
CC(=O)c1cc(C(=O)c2ccc(Br)cc2)n2cccc(C#N)c12	105	96	x	104	124	111	99	123	105
COc1ccccc1S(=O)(=O)Nc1ccc2c3c(cc(CCC(=O)NCCCCNc4cccc5c4C(=O)N(C4CCC(=O)NC4=O)C5=O)cc13)C(=O)N2C (centres undefined)	-9.5*	4.4*	70	88	30	42	35	-20*	26
CSc1ccc(N2C(N)=NC(N)=NC2(C)C)cc1	59	52	56	98	108	73	91	100	87
O=C(O)C(Br)CN1C(=O)c2ccccc2C1=O (centres undefined)	111	117	101	110	109	102	109	105	113
COc1cc(C(=O)NC(N)=O)cc(OC)c1OC	104	97	93	98	101	118	74	108	58
CCOC(=O)C1=C(N)N(c2ccccc2)C2=C(C(=O)CC(C)(C)C2)C1c1ccc(F)cc1 (centres undefined)	108	111	x	103	123	99	107	105	97
O=C(O)c1ccc(-n2cc(CO)c(-c3cc(C(F)(F)F)cc(C(F)(F)F)c3)n2)cc1	96	88	97	101	91	106	92	85	90
O=C1CCCc2cc(OCCCCN3CCCCC3)ccc2N1	114	109	103	115	117	112	108	119	99
Clc1ccc2nc(Cl)c3ccccc3c2c1	49	51	85	75	35	78	0.4*	-43*	76
CCOc1ccc(/C=N/Nc2cc(C)nc3ccc(Br)cc23)cc1	96	91	82	82	105	89	91	92	98
CC(C)C(=O)N1CCCc2ccccc21	99	107	99	103	103	97	111	98	88
CCCCCCCCCCCCCCCCCCCCCCO	110	99	98	106	126	116	109	101	x
C/C(=N\NC(=O)c1ccncc1)c1ccc(F)cc1	116	105	103	104	124	108	108	x	116
Cc1ccc(N2CCN(CCOCCC#N)CC2)cc1	96	114	93	100	101	85	110	116	94
CCCCNC(=O)NS(=O)(=O)c1ccc(N2N=C(c3ccc(C)cc3)CCC2=O)cc1	120	107	97	x	114	114	101	106	107
SMILES	IGROV1	OVCAR-8	NCI-H23	NCI/ADR-RES	OVCAR-3	OVCAR-5	SK-OV-3	OVCAR-4	NCI-H522
O=C(O)Cn1ccc2ccccc21	-6.1*	93	100	103	104	100	134	98	78
COc1ccc(-c2nc(NCC(=O)c3ccc(Br)cc3)[nH]c(=O)c2C#N)cc1	98	102	102	100	100	94	86	96	86
O=S(=O)(Cc1ccccc1)C(Cl)(Cl)c1ccccc1	117	97	101	100	116	112	101	119	84
C=C(CN=[N+]=[N-])[C@@H]1CC[C@]2(C(=O)OC)CC[C@]3(C)[C@H](CC[C@@H]4[C@@]5(C)CCC(=O)C(C)(C)[C@@H]5CC[C@]43C)[C@@H]12	91	84	90	90	93	111	81	85	79
COC(OC)/C(=N\N(C)C)c1ccccc1	98	105	108	105	101	106	104	112	x
CCOC(=O)C1=C(C)N(c2ccc(C(C)=O)cc2)C2(O)C(Cl)=C(Cl)C(O)=C(C#N)C12C#N (centres undefined)	109	105	100	111	102	90	120	101	90
O=C(CCCSc1nc(-c2ccc(Cl)cc2)cc(-c2ccc(Cl)cc2)n1)NO	25	14	13	-29*	5.4*	18	14	19	6.0*

Compounds shown so far containing a tert-butyl group (2):
SMILES	IGROV1	OVCAR-8	NCI-H23	NCI/ADR-RES	OVCAR-3	OVCAR-5	SK-OV-3	OVCAR-4	NCI-H522
C[C@H](NC(=O)[C@@H]1CCCN1C(=O)CNC(=O)C(C)(C)C)C(=O)OC/C=C/c1ccccc1	102	100	102	105	131	104	109	109	91
Cc1cc(O)c(C(C)(C)C)cc1N=O	128	97	109	120	89	99	113	99	120

Not a hit list; overall some 11% were active at least once.
